Compound activity: PubChem BioAssay, several laboratories
TWEAK Fn14 block: TWEAK-Fn14 signaling inhibition. TWEAK-stimulated Fn14 reporter cells, luciferase luminescence, 8 h. inhibition, % at 10 µM. actives 2% (n = 360,000). AID 1159606; in the data active means inhibition above about 50%
TROY signal inh: inhibitors of TROY-dependent NF-kB signaling. Q293 LMP1-TROYcd NF-kB luciferase reporter, 4 h. inhibition, % at 10 µM. actives 0.98% (n = 360,000);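 active means compounds whose plate-normalised and pattern-corrected inhibition of the luciferase reporter signal at the single screening dose is 50% or more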
COUP-TFII inh: inhibitors of human COUP-TFII (NR2F2); inhibition, % at 8.6 µM; HEK293T NGFI-A luciferase reporter, luminescence; AID 686940; actives 0.7% (n = 370,000); P24468;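 active means inhibition above a per-plate cutoff, mean inhibition of test wells between control levels plus 3 SD, cut at about 38% in these data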;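 further: cells cotransfected with COUP-TFII expression vector driving the NGFI-A reporter; 0% = median of COUP-TF2 test wells and 100% = reporter-only cells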
Target sequence (P24468 whole entry, looked up): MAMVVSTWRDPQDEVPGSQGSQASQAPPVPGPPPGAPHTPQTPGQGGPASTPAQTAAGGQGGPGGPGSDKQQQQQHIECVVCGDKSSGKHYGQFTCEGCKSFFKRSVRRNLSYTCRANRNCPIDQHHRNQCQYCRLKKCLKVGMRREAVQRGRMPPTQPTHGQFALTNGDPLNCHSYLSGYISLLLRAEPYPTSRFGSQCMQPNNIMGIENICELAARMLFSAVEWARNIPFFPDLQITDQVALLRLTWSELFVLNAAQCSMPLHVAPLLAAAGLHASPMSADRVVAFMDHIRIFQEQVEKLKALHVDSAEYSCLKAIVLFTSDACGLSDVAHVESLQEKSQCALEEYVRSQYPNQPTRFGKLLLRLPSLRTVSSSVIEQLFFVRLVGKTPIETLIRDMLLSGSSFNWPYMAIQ
NR5A2 inv ag: inverse agonists of human LRH-1 (NR5A2). HEK293T StAR-luciferase reporter, LRH-1 transfected, 24 h. AID 602396. actives 0.13% (n = 360,000). inhibition, % at 3.6 µM. O00482;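 active means inhibition above the mean inhibition of all tested compounds plus 3 SD, cut at about 73% in these data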;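 further: 0% = DMSO wells and 100% = reporter-only cells lacking LRH-1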
TLR9-MyD88 inh: blocks human TLR9 binding to MyD88; inhibition, % at 4.98 µM; AID 504734; Q9NR96+Q99836; CHO BLA complementation TLR9-MyD88, CCF4 FRET ratio; actives 0.21% (n = 340,000);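 active means inhibition above the mean over all tested compounds plus 3 SD, cut at about 21% in these data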;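 further: 0% = DMSO only wells and 100% = clavulanate BLA inhibitor control wells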
SRC1 inh: human NCOA1 inhibition | Q15788 | HEK293 GAL4-SRC1 luciferase reporter, luminescence | inhibition, % at 3.6 µM | actives 0.12% (n = 360,000);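 active means inhibition above the campaign mean plus 3 SD, with each screening campaign given its own cutoff, cut at about 60% in these data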;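 further: 0% = DMSO treated cells and 100% = gossypol at 36 µM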
NOD2-RIPK2 inh: inhibitors of human NOD2-RIPK2 interaction; O43353; CHO BLA complementation NOD2-RIPK2, CCF4 ratio; inhibition, % at 4.98 µM; actives 0.38% (n = 360,000); AID 624267; in the data active means inhibition above about 21%;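 further: 0% = vehicle only and 100% = reference blocker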
Target sequence (O43353 whole entry, looked up): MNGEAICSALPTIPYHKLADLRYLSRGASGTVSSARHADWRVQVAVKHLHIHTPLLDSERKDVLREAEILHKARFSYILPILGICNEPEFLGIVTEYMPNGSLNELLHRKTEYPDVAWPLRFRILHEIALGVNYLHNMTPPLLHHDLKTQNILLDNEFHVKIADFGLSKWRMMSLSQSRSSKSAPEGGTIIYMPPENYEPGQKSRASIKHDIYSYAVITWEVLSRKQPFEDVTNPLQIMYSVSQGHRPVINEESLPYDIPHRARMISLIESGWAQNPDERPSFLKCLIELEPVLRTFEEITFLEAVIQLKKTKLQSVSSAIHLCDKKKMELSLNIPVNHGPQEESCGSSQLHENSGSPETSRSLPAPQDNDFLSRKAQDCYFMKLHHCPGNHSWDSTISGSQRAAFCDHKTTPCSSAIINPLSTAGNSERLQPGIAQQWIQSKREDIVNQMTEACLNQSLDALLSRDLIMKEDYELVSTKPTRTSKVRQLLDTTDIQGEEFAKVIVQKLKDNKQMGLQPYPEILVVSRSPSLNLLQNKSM
SRC2 inh: human SRC2 (NCOA2) inhibition; AID 651957; HEK293 GAL4-SRC2 luciferase reporter, luminescence; actives 0.17% (n = 370,000); inhibition, % at 9 µM;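 active means inhibition above the mean inhibition of all tested compounds plus 3 SD, set per campaign, cut at about 52% in these data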;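 further: 0% = DMSO treated cells and 100% = cells given Gossypol at 36 µM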
LMP1 NFkB inh: Epstein-Barr LMP1 NF-kappaB reporter inhibition; LMP1-induced NF-kappaB luciferase reporter cells, luminescence; inhibition, % at 12.5 µM; actives 0.69% (n = 350,000); in the data active means inhibition above about 41%;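 further: 0% = neutral control wells and 100% = reference inhibitor control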
TRAIL sens C8: caspase-8 TRAIL sensitization. NB7+C8 cells + TRAIL, ATPlite viability luminescence. AID 624354. inhibition (viability loss, TRAIL sensitization), % at 10 µM. actives 1% (n = 360,000);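 active means compounds causing at least 50% loss of cell viability in the single-dose screen, relative to plate controls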
SRC3 inh: inhibitors of human steroid receptor coactivator 3 (SRC3) | Q9Y6Q9 | AID 588352 | inhibition, % at 3.6 µM | actives 0.17% (n = 360,000) | HEK293 GAL4-SRC3 luciferase reporter, luminescence;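 active means inhibition above a per-campaign cutoff, the mean of all compounds plus 3 SD, cut at about 60% in these data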;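 further: 0% = DMSO-treated cells and 100% = gossypol-treated cells at 36 µM; higher means less SRC3-driven luciferase light from the GAL4 reporter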
Active calls of the source: *; · = not tested or not shown. These rows are one share of the data, so the mix of outcomes need not match the whole.

SMILES | TWEAK Fn14 block | TROY signal inh | COUP-TFII inh | NR5A2 inv ag | TLR9-MyD88 inh | SRC1 inh | NOD2-RIPK2 inh | SRC2 inh | LMP1 NFkB inh | TRAIL sens C8 | SRC3 inh
COc1ccccc1NC(=O)Nc1nc(CC(=O)NCc2cccnc2)cs1 | -7 | -5 | 5 | -1 | 0 | -15 | 1 | 5 | -5 | 7 | 13
O=S(=O)(Nc1ccc(O)c(CN2CCCCC2)c1)c1ccccc1 | -26 | -17 | 12 | -3 | 0 | 0 | -5 | -6 | 28 | -8 | 19
O=C(CSc1nncs1)NCc1ccc(F)cc1 | -3 | 4 | 2 | 3 | 5 | -5 | 5 | 10 | -8 | 16 | 9
Cc1ccc(N(C(=O)c2sc(C)nc2C)C(C(=O)NC(C)(C)C)c2ccncc2)cc1 (stereo unspecified) | -2 | 7 | 6 | 3 | -2 | -12 | -20 | 9 | 13 | 2 | 11
COC(=O)C1=C(C)NC(=O)NC1c1ccc(OCC(=O)N2CCCCC2)cc1 (stereo unspecified) | 1 | 13 | 2 | 12 | 5 | -5 | -5 | 26 | 3 | 9 | 8
COc1cc2ccccc2nn1 | -6 | -23 | -5 | 3 | 13 | 0 | 16 | -13 | -11 | -5 | 16
CC(OC(=O)c1ccc2c(c1)OCCO2)C(=O)c1ccccc1 (stereo unspecified) | 19 | 3 | -53 | -158 | -2 | -138 | 7 | -60 | -22 | 26 | -89
O=C(c1ccccc1S(=O)(=O)NCc1ccccc1)N1CCCC1 | -19 | -16 | -1 | 21 | -2 | 8 | -3 | -16 | 3 | 3 | -6
COc1ccc(NC(=O)c2cc(S(=O)(=O)N3CCOCC3)ccc2C)cc1S(=O)(=O)N1CCOCC1 | 2 | 4 | 17 | -15 | -4 | 4 | -3 | -25 | -6 | -9 | 4
CC(C)c1ccc(NC(=O)c2ccccc2NC(=O)C2CC=CCC2C(=O)O)cc1 (stereo unspecified) | -16 | -38 | -35 | -122 | -1 | -75 | 8 | -87 | -14 | -17 | -6
COc1ccc(N(C(=O)c2ccccc2OC(C)=O)C(C)C2CC2)cc1 (stereo unspecified) | 8 | -1 | 15 | 7 | -5 | -3 | 8 | 0 | -7 | 0 | 14
COc1ccc(OC)c(NC(=O)c2sc3nc(Cc4ccccc4)cc(C(F)(F)F)c3c2N)c1 | -16 | 17 | 9 | -3 | -1 | 5 | 0 | -3 | 5 | 3 | -2
CC1Oc2ccccc2C=C1C1/C(=C(/O)c2ccccc2)C(=O)C(=O)N1CCCN(C)C (stereo unspecified) | -6 | 8 | -7 | -6 | 9 | -6 | 2 | -32 | -6 | -49 | 7
CC1(C)CC(NS(=O)(=O)c2cccc3ccccc23)CC(C)(C)N1 | 18 | 20 | -13 | 0 | 1 | 10 | -8 | 14 | 8 | 1 | -1
CCCC(NC(=O)C(C)Sc1nnnn1C1CC1)c1ccccc1 (stereo unspecified) | 1 | -10 | 10 | 13 | -15 | -6 | -7 | 18 | 0 | -1 | 6
O=C(NC(=S)Nc1cc(C(F)(F)F)ccc1N1CCOCC1)c1ccc(-c2cccc(Cl)c2)o1 | 21 | -13 | -8 | -23 | -1 | -13 | -7 | -14 | 0 | -13 | -4
CCOc1ccc(CCNS(=O)(=O)c2ccc3c(c2)NC(=O)CO3)cc1OCC | 4 | 4 | -7 | 3 | 3 | -3 | 1 | 16 | 5 | -5 | 2
COc1ccc(C(=O)NCC(=O)N/N=C/C(C)=C/c2ccco2)cc1OC | 11 | -17 | 9 | 0 | -2 | -5 | -2 | 30 | -1 | 22 | 24
Cc1ccc(C(=O)CSc2nc(-c3ccccc3)cc(=O)[nH]2)cc1 | 5 | -16 | 13 | -2 | 2 | -16 | 1 | -1 | -3 | 3 | -4
CNC(=O)CSc1nc2cccnc2n1C1CCCCC1 | -22 | 10 | -22 | 29 | -3 | -16 | -8 | 13 | 4 | -11 | 15
CCCOc1ccc(C=Nc2ccc(OC)c(S(=O)(=O)N3CCOCC3)c2)c(O)c1 | 3 | -14 | 4 | 16 | 5 | 6 | -1 | 16 | 2 | 15 | -1
Cc1cc(C)c(NC(=O)CN(C)C(=O)CCN2C(=O)C3CCCCC3C2=O)c(C)c1 (stereo unspecified) | 5 | -5 | 3 | 0 | 7 | -17 | -1 | 10 | 0 | -12 | -5
NS(=O)(=O)c1ccc(NC(=O)COC(=O)Cc2ccc(Cl)cc2)cc1 | 20 | 12 | -12 | 3 | 4 | -8 | 3 | 11 | 4 | -6 | 8
CC(C)CCOc1ccc(C2(C)NC(=O)N(CN3CCOCC3)C2=O)cc1 (stereo unspecified) | -11 | -5 | · | -1 | -9 | 9 | -2 | · | 0 | 12 | -8
COc1cc(N2CCCC2)ccc1C=O | 16 | 19 | -12 | 14 | 0 | -6 | -12 | 4 | 5 | -17 | 10

For reference, some entries already given:
SMILES | TWEAK Fn14 block | TROY signal inh | COUP-TFII inh | NR5A2 inv ag | TLR9-MyD88 inh | SRC1 inh | NOD2-RIPK2 inh | SRC2 inh | LMP1 NFkB inh | TRAIL sens C8 | SRC3 inh
CC(C)CCOc1ccc(C2(C)NC(=O)N(CN3CCOCC3)C2=O)cc1 (stereo unspecified) | -11 | -5 | · | -1 | -9 | 9 | -2 | · | 0 | 12 | -8
COc1cc(N2CCCC2)ccc1C=O | 16 | 19 | -12 | 14 | 0 | -6 | -12 | 4 | 5 | -17 | 10

(continued)
SMILES | TWEAK Fn14 block | TROY signal inh | COUP-TFII inh | NR5A2 inv ag | TLR9-MyD88 inh | SRC1 inh | NOD2-RIPK2 inh | SRC2 inh | LMP1 NFkB inh | TRAIL sens C8 | SRC3 inh
CCn1c(SCC(=O)N2CCCCC2C)nc2c1c(=O)n(C)c(=O)n2C (stereo unspecified) | 1 | -10 | 2 | -14 | 1 | -6 | 1 | -28 | 10 | -11 | 2
CC(=O)Nc1cc(C(=O)N2CCOCC2)ccc1S(=O)(=O)c1ccc(C)cc1 | 14 | 5 | 8 | 5 | 1 | 16 | 11 | 8 | -6 | -12 | 21
CCC1CCCCN1CCCNC(=O)CCCNC(=O)Cn1cnc2sc3c(c2c1=O)CCCC3 (stereo unspecified) | -8 | 19 | 6 | -6 | -10 | -2 | -10 | 1 | -2 | -19 | 4
O=C(N/N=C/c1ccc(Cl)c([N+](=O)[O-])c1)c1cc(-c2ccccc2)nc2ccccc12 | 31 | -31 | 15 | 5 | 0 | 6 | -6 | 6 | 0 | 16 | 6
COc1ccc(-c2nc(C#N)c(N3CCC(C(N)=O)CC3)o2)cc1OC | -16 | 5 | 7 | 27 | 6 | -8 | -6 | -5 | -1 | -19 | 7
Cc1ccc(-c2csc(C(O)(c3ccccc3)C(F)(F)F)n2)cc1C (stereo unspecified) | 5 | 6 | 4 | -3 | · | 10 | 3 | 3 | · | 1 | -5
NC(=S)Nc1ncc(C(F)(F)F)cc1Cl | -3 | -8 | -25 | 3 | 9 | 0 | 7 | -2 | 11 | -4 | 0
COC(=O)CSCC(=O)Nc1cc2c(cc1C(C)=O)OCO2 | 2 | -14 | 6 | 10 | -3 | -10 | -5 | 0 | -7 | -23 | -8
CCOC(=O)C(Cc1ccccc1)NS(=O)(=O)c1ccc(NC(C)=O)cc1 (stereo unspecified) | 0 | 7 | -12 | -5 | 0 | 12 | -7 | -17 | 0 | 0 | -14
COc1cccc(C(NC(C)=O)c2nc(-c3cnc4ccccc4c3)cs2)c1 (stereo unspecified) | 1 | -9 | 7 | 9 | · | 4 | 2 | -5 | · | 2 | 1
O=C(Nc1nc(-c2ccc(Cl)cc2)cs1)C1CCCO1 (stereo unspecified) | -24 | -53 | -13 | -88 | -1 | -51 | -8 | -30 | -5 | 3 | -43
O=C(Cn1c(=O)c2c(ncn2Cc2ccccc2)n(Cc2ccccc2)c1=O)NC1CC1 | -1 | -8 | 7 | 17 | 3 | -6 | -7 | 1 | 3 | -3 | -19
O=C1C(Cl)=C(NCC2CCCO2)C(=O)N1c1ccccc1 (stereo unspecified) | 3 | -1 | 1 | 20 | -9 | 1 | 2 | -2 | -2 | 3 | 5
Cc1ccc(Cc2c[nH]c(=S)s2)cc1 | -7 | -18 | 4 | -7 | 4 | -6 | -10 | -7 | 3 | 1 | 6
O=C(CSc1nnc(Cc2cccs2)n1Cc1ccco1)Nc1ccc(Cl)cc1Cl | -16 | -13 | 13 | 47 | 0 | -2 | -3 | -1 | -1 | -1 | 17
CSc1cccc(NC(=O)CCn2c(=O)c3cccn3c3cccnc32)c1 | -2 | 7 | -8 | -2 | -6 | -3 | -9 | 5 | -3 | -12 | -1
CC(=O)c1ccc(S(=O)(=O)N2CCCC2)cc1 | -9 | -30 | -28 | -55 | 3 | -43 | -1 | -65 | 10 | 1 | -67
CC(C)(C)c1cc(NC(=O)c2cc(F)c(F)c(F)c2F)no1 | -8 | -22 | 3 | 36 | 1 | 2 | 8 | 1 | -6 | -3 | 7
CCC(=O)N(CCc1ccccc1C)Cc1cc2ccc(C)cc2[nH]c1=O | 1 | 16 | -7 | 16 | 0 | 1 | -6 | -11 | 0 | -11 | 12
Cc1ccc(CNC(=O)Cn2nnc(C(=O)Nc3ccc(Br)cc3)c2N)cc1 | -7 | 6 | -20 | -2 | 3 | -13 | 4 | -16 | 0 | -5 | -15
O=C(NC1CCCCC1)c1cc(-c2ccc(F)cc2)on1 | -15 | -56 | -33 | -31 | -10 | -7 | -1 | -35 | -19 | -5 | -28
Cn1c(=O)n(CCOc2ccc([N+](=O)[O-])cc2)c2ccccc21 | -20 | -41 | -11 | -36 | 3 | -42 | -14 | -25 | -2 | -9 | -29
COc1ccc(CC(=O)Nc2c(C(=O)N3CCN(c4ncccn4)CC3)oc3ccccc23)cc1 | 25 | -1 | -21 | 20 | -10 | -17 | -7 | 3 | 9 | 14 | 11
CCOC(=O)c1c(SC)[nH]c2c(Cl)cccc2c1=O | 7 | -15 | 14 | 17 | -1 | -5 | 4 | -5 | 4 | -8 | 13
Cc1ccc(C)c(SCC(=O)NNC(=O)c2ccccc2)c1 | -1 | 10 | 8 | -1 | -3 | -1 | -2 | 27 | -5 | -8 | 13

Additional entries.
SMILES | TWEAK Fn14 block | TROY signal inh | COUP-TFII inh | NR5A2 inv ag | TLR9-MyD88 inh | SRC1 inh | NOD2-RIPK2 inh | SRC2 inh | LMP1 NFkB inh | TRAIL sens C8 | SRC3 inh
O=C(Oc1cccc(-n2cnnn2)c1)c1ccccc1 | -19 | -12 | 7 | -10 | -9 | -13 | -1 | -5 | -2 | 2 | 15
COCCCNC(=O)CC(NS(=O)(=O)c1ccc(C)cc1)c1ccc(OC)cc1 (stereo unspecified) | -6 | 6 | 7 | -14 | -8 | -10 | 2 | -12 | -10 | 13 | 13
O=C(OCCOc1ccccc1Cl)c1cc(S(=O)(=O)N2CCCCC2)ccc1N1CCOCC1 | 20 | 15 | -4 | 18 | -9 | 2 | -13 | -2 | -5 | 26 | 11
O=C(O)C1CCC(Cn2c(SCc3cc(=O)n4ccccc4n3)nc3ccsc3c2=O)CC1 (stereo unspecified) | 2 | 6 | 8 | -1 | 6 | -4 | -1 | -13 | 4 | -5 | -3
CCOC(=O)c1c(NC(=O)OC)sc(C(=O)N(C)C)c1C | 5 | -19 | -4 | 12 | 1 | 11 | -19 | -20 | -7 | -10 | -6
Cc1ccc(S(=O)(=O)Nc2ccc3c(c2)CCC3)cc1C | 2 | 6 | -4 | -1 | -4 | 12 | -2 | -2 | 5 | 0 | 15
